Assay outcomes deposited in PubChem BioAssay by several laboratories.
MEKK2 mut-MEK5: signal of MEK5 binding to mutant human MEKK2 PB1 domain | AID 1530 | percent response, % at 10 µM | bead flow cytometry, Alexa488-MEK5 binding to MEKK2 mutant | 0.35% of 290,000 active; in the data active = percent response above about 24%, passing the limit was not always enough; also: inactives centre near 1; some results filed as inactive read as strong as hits; reference of the scale not given here
CRFR2-BP antag: blocks CRF-induced signaling of the CRF-BP/CRF-R2 complex; HEK293 CRF-R2/CRF-BP, CRF-induced calcium fluorescence; inhibition, % at 11.8 µM; 0.59% of 350,000 active; AID 588475;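 active = inhibition of the ligand-induced calcium signal above about 50% at the single tested concentration, limit read from the data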
DNA FID counter: fluorescent intercalator displacement, NS3 helicase counter-screen; DNA fluorescent intercalator displacement, fluorescence; inhibition, % at 7.9 µM; 0.17% of 290,000 active; in the data active = inhibition above about 37%;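 also: 0% = vehicle and 100% = reference compound; higher means more ethidium bromide displaced from hairpin DNA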
MEKK3 PB1 HTS: modulators (inhibitors or enhancers) of MEK5 binding to human MEKK3 PB1 domain; bead-based flow cytometry, Alexa488-MEK5 binding to MEKK3; actives lie on both sides; 0 = blocked by unlabeled MEK5, 100 = vehicle; binding response (% of control), % at 10 µM; 1.4% of 290,000 active; AID 1529;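 active = binding response more than 3 SD above or below the average of its plate-row segment, actives on both sides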;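 also: Alexa488 bead fluorescence after subtracting the streptavidin-only scavenger bead signal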
Target sequence (Q99759 whole entry, looked up, the tested form may be a part): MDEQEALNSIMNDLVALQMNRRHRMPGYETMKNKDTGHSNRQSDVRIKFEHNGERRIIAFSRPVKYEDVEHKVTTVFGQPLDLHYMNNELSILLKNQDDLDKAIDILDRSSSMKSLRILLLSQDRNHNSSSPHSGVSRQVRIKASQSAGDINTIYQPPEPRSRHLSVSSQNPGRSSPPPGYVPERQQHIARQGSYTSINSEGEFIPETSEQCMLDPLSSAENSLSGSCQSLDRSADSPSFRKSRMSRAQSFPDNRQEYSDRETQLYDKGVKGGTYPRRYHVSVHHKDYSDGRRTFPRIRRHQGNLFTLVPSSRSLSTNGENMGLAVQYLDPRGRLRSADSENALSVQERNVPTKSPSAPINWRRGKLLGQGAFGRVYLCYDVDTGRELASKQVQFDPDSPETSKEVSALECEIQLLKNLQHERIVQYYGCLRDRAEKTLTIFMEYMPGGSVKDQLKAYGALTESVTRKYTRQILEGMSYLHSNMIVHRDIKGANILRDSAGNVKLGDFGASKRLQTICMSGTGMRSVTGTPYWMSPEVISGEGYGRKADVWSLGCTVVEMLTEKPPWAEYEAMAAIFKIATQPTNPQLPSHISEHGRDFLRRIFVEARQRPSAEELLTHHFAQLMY
MEKK2 WT-MEK5: raises or lowers MEK5 binding to wildtype human MEKK2 PB1 domain. 1.1% of 290,000 active. binding response (% of control), % at 10 µM. bead flow cytometry, Alexa488-MEK5 binding to MEKK2 WT; actives lie on both sides. Q9Y2U5; in the data active = binding response below about 67% or above about 130%
CRFR2-BP ag: CRF-BP/CRF-R2 complex agonism; HEK293 CRF-R2/CRF-BP, calcium dye fluorescence (FLIPR); percent of saturating CRF peptide response; activation, % at 13.2 µM; 0.46% of 350,000 active;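 active = activation of at least 50%, plus an integration ratio under a set limit after plate pattern correction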;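 also: plate controls were neutral control wells without compound for no effect and CRF at EC100 for full effect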
HCV NS3 hel inh: blocks Hepatitis C virus NS3 helicase unwinding | NS3 helicase DNA unwinding, Cy5 molecular beacon fluorescence | inhibition, % at 10.9 µM | 0.56% of 290,000 active;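 active = inhibition above the mean of all tested compounds plus 3 SD, set per campaign, cut at about 35% in these data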;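 also: 0% = DMSO wells and 100% = thioflavine S control wells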
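Assay system: hepatitis C virus NS3 helicase domain fragment enzyme. Also added: annealed dual-labelled DNA beacon duplex, ATP-started. Timing: 1 h reaction at 25 °C, ATP-initiated. Technique: Cy5 fluorescence at 0 and 60 min, beacon hairpin quenching. Evaluation: % inhibition of unwinding. Replication: one well per compound.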
GalR3 antag: blocks the human galanin receptor 3. O60755. AID 651719. 0.44% of 360,000 active. inhibition, % at 3 µM. HEK293 GalR3-CNG cAMP membrane potential fluorescence; galR3 body fused to GalR1 C-terminus;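 active = inhibition above the screen-wide average plus 3 SD, cut at about 13% in these data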;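 also: forskolin and galanin both at EC90 stimulate the cells; cAMP rise reported by CNG channel membrane potential dye signal; 0% = forskolin plus galanin with DMSO and 100% = forskolin alone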
Target sequence (O60755 1-299 limits assumed): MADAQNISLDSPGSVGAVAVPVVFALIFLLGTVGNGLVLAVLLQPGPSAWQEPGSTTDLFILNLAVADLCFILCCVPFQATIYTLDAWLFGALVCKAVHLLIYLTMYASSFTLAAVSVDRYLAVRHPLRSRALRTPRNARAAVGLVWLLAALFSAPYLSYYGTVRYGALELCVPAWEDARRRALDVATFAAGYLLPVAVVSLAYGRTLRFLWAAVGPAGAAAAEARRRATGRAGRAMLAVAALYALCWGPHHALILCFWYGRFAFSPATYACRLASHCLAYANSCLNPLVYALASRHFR
UBC9 SUMO inh: inhibitors of human SUMOylation (UBC9); P63279; HTRF SUMOylation assay, SAE1/SAE2 + UBC9, in vitro; inhibition, % at 35 µM; 0.36% of 290,000 active; AID 2006; in the data active = inhibition above about 50%, passing the limit was not always enough; also: strong numbers were not always called active
Target sequence (P63279 whole entry, looked up): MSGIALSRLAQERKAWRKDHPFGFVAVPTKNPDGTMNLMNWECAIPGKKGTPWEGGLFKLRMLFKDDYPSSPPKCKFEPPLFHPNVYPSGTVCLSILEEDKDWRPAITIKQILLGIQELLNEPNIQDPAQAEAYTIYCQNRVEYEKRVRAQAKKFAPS
* hit, by the source's call; · = no result given. Not all compounds are listed; count on the stated rates, not on these rows.

Order of results – GalR3 antag	DNA FID counter	UBC9 SUMO inh	HCV NS3 hel inh	MEKK3 PB1 HTS	CRFR2-BP antag	CRFR2-BP ag	MEKK2 mut-MEK5	MEKK2 WT-MEK5
> Cc1cccc(NC(=O)CCC(=O)N/N=C/c2cc([N+](=O)[O-])ccc2O)c1
  -3	1	-7	-1	125	-24	-1.7	1	108
> COc1ccc(NC(=O)CSc2nnc(C3CCCCC3)n2N)c(OC)c1
  1	-13	8	7	104	-8	0.2	7	102
> COc1ccc(C(=O)N2CCC(n3nccc3NC(=O)C3CC3)CC2)cc1F
  -1	-9	4	18	97	11	-0.9	-7	100
> Cc1c(C)c(C)c2[nH]c(-c3ccc4c(c3)OCO4)nc2c1C
  ·	19	1	-43	105	-5	-3.8	9	118
> Cc1ccccc1Nc1c([N+](=O)[O-])ccc2c1=NC1(CCCCC1)N=2
  -5	-1	21	-2	98	-4	0.2	-1	97
> O=C(Nc1cccc(S(=O)(=O)N2CCOCC2)c1)[C@@H]1CCCN1S(=O)(=O)c1ccc(Cl)cc1
  0	-21	-16	-9	153*	-16	-4.1	1	111
> COc1ccc(C(=O)NC2CC3CCCC(C2)N3Cc2ccccc2)c(OC)c1 (centres undefined)
  -8	4	5	-2	102	-2	-1.1	7	108
> Cc1cc(NC(=O)CCC(=O)N(c2cccc(F)c2)C(C(=O)NC2CCCC2)c2ccc(C)o2)no1 (centres undefined)
  -7	-50	13	-4	100	-2	-1.6	0	102
> CCC(C)N(C(=O)COC(=O)CNC(=O)c1ccccc1F)C1CCS(=O)(=O)C1 (centres undefined)
  2	-8	12	-2	107	-1	-0.3	-9	100
> O=C(O)CCS(=O)(=O)c1nc(-c2cccs2)cc(C(F)(F)F)n1
  1	4	19	-1	108	7	0.6	7	113
> C=CCNC(=S)N1CCN(CCN=CC2=C(O)CC(c3ccc(Cl)cc3)CC2=O)CC1 (centres undefined)
  -4	-19	-3	-10	101	-1	0.6	6	106
> O=C(NC1CCc2ccccc21)C1CCN(S(=O)(=O)c2ccc(-n3cnnn3)cc2)CC1 (centres undefined)
  3	-3	0	-5	107	18	-0.7	7	106
> O=C1COc2ccc(S(=O)(=O)N3CCC(C(=O)NCc4ccccc4)CC3)cc2N1
  -7	-20	12	1	104	-3	3.8	5	102
> CN(C)/C=C1\C(=O)N(c2ccc(F)cc2F)C(c2cccnc2)S1(=O)=O (centres undefined)
  3	-11	26	5	100	7	1.1	-3	98
> COCCN1CCC(CNCc2cn[nH]c2-c2ccc(C)c(C)c2)C1 (centres undefined)
  7	19	15	-31	100	-1	0.0	31	161*
> Cc1noc(C)c1CCC(=O)N1CCCC(CCC(=O)NCc2ccc(F)c(F)c2)C1 (centres undefined)
  -4	-5	14	1	100	-8	-0.7	-8	96
> CN(c1ccccc1)S(=O)(=O)c1ccc(C(=O)N2CCCC(C(F)(F)F)C2)cc1 (centres undefined)
  -1	1	3	26	99	-12	14	2	100
> Cc1sc2ncnc(N3CCOCC3)c2c1C
  -7	-8	16	0	103	1	-0.1	4	100
> Cc1ccccc1-c1nc(CS(=O)(=O)CC(=O)N2CCc3ccccc32)c(C)o1
  ·	0	9	1	104	10	0.8	5	101
> CC(=O)N1CCC(Nc2ccc(C)cc2)CC1
  ·	-1	10	1	106	4	-4.5	10	111
> O=c1c2c(nc3nc(COc4ccccc4)[nH]n13)CCC2
  -3	2	2	2	100	6	1.2	0	99
> COc1cccc(NC(=O)Cc2nnc(SCC(=O)NC3=NCCS3)n2C)c1
  -7	-16	12	5	102	3	0.1	5	100
> COc1ccc(NC(=O)C2CCCN2C(=O)Nc2cccc(F)c2)cc1 (centres undefined)
  2	0	1	5	100	5	-1.5	-1	98
> COc1cc(CNCc2ccccn2)ccc1OCc1ccc(Cl)cc1
  -5	18	6	-38	104	-29	0.2	19	129
> CC(=O)c1sc(N/N=C/c2ccc(C(C)C)cc2)nc1C
  3	5	21	2	86	-26	3.7	-3	97
> NCc1ccc2[nH]c(=O)[nH]c2c1
  4	0	11	3	104	-6	1.1	-4	101
> CCN1CCN(CC(=O)Nc2ccc(Cl)c(S(=O)(=O)N(C)C)c2)CC1
  -6	7	-10	8	107	11	-0.7	0	102
> Cc1[nH]c2ccccc2c1/C=N/NC(=O)c1cc(C(C)C)[nH]n1
  -2	-11	6	5	106	-11	-1.1	1	104
> COC(=O)c1c(NC(=O)c2nn(C)cc2Cl)sc2c1CCCC2
  -2	0	1	-7	101	-20	0.4	3	97
> C[C@]12CCC3c4ccc(OCC(=O)O)cc4CCC3C1CCC2=O (some centres undefined)
  -6	-19	20	-7	109	-5	0.5	4	106

Molecules shown so far that have two or more sulfur atoms:
Order of results – GalR3 antag	DNA FID counter	UBC9 SUMO inh	HCV NS3 hel inh	MEKK3 PB1 HTS	CRFR2-BP antag	CRFR2-BP ag	MEKK2 mut-MEK5	MEKK2 WT-MEK5
> O=C(Nc1cccc(S(=O)(=O)N2CCOCC2)c1)[C@@H]1CCCN1S(=O)(=O)c1ccc(Cl)cc1
  0	-21	-16	-9	153*	-16	-4.1	1	111
> O=C(O)CCS(=O)(=O)c1nc(-c2cccs2)cc(C(F)(F)F)n1
  1	4	19	-1	108	7	0.6	7	113
> COc1cccc(NC(=O)Cc2nnc(SCC(=O)NC3=NCCS3)n2C)c1
  -7	-16	12	5	102	3	0.1	5	100

Some of the entries so far, as tab-separated lines.
canonical_smiles	GalR3 antag	DNA FID counter	UBC9 SUMO inh	HCV NS3 hel inh	MEKK3 PB1 HTS	CRFR2-BP antag	CRFR2-BP ag	MEKK2 mut-MEK5	MEKK2 WT-MEK5
CCN1CCN(CC(=O)Nc2ccc(Cl)c(S(=O)(=O)N(C)C)c2)CC1	-6	7	-10	8	107	11	-0.7	0	102
Cc1[nH]c2ccccc2c1/C=N/NC(=O)c1cc(C(C)C)[nH]n1	-2	-11	6	5	106	-11	-1.1	1	104

Single records (already shown). Values in the order: GalR3 antag	DNA FID counter	UBC9 SUMO inh	HCV NS3 hel inh	MEKK3 PB1 HTS	CRFR2-BP antag	CRFR2-BP ag	MEKK2 mut-MEK5	MEKK2 WT-MEK5
Cc1[nH]c2ccccc2c1/C=N/NC(=O)c1cc(C(C)C)[nH]n1 is listed with -2	-11	6	5	106	-11	-1.1	1	104
O=C(O)CCS(=O)(=O)c1nc(-c2cccs2)cc(C(F)(F)F)n1 is listed with 1	4	19	-1	108	7	0.6	7	113
COc1ccc(C(=O)N2CCC(n3nccc3NC(=O)C3CC3)CC2)cc1F is listed with -1	-9	4	18	97	11	-0.9	-7	100
CN(c1ccccc1)S(=O)(=O)c1ccc(C(=O)N2CCCC(C(F)(F)F)C2)cc1 (centres undefined) is listed with -1	1	3	26	99	-12	14	2	100
Cc1cc(NC(=O)CCC(=O)N(c2cccc(F)c2)C(C(=O)NC2CCCC2)c2ccc(C)o2)no1 (centres undefined) is listed with -7	-50	13	-4	100	-2	-1.6	0	102

(next part)
Order of results – GalR3 antag	DNA FID counter	UBC9 SUMO inh	HCV NS3 hel inh	MEKK3 PB1 HTS	CRFR2-BP antag	CRFR2-BP ag	MEKK2 mut-MEK5	MEKK2 WT-MEK5
> COc1ccc(C(C)(C)C)cc1NC(=O)c1cncc(Br)c1
  0	-12	10	1	103	-45	0.3	0	100
> CCN(CCCn1c(SCC#N)nc2ccccc2c1=O)c1ccccc1
  -7	-3	-9	-11	100	3	0.2	1	102
> O=[N+]([O-])c1cc(S(=O)(=O)N2CCOCC2)ccc1N1CCCC1
  1	10	8	-12	96	-36	2.9	-15	85
> CCOC(=O)CSc1n[nH]c(NC(=O)c2ccccc2)n1
  -3	1	-3	-6	113	6	0.3	6	112
> Cc1ccc(S(=O)(=O)Nc2ccc(C(=O)NCc3cccnc3)cc2)cc1
  1	-17	-5	-2	101	-7	-0.2	5	106
> Cc1ccc(C)c(NC(=O)Cc2csc(-c3ccccc3)n2)c1
  -3	-19	3	3	123	21	-3.6	-1	103
> CCC(CC)C(=O)Nc1cc(NC(=O)C(CC)CC)cc(C(=O)O)c1
  1	-4	8	-3	107	42	-0.3	4	112
> O=C(N/N=C/c1cc([N+](=O)[O-])ccc1O)c1cccc2ccccc12
  -1	4	-61	40*	99	·	·	1	96
> COc1ccc(NC(=O)c2cccc(-n3cnnn3)c2)cc1
  -7	1	5	3	99	-3	1.0	-16	93
> O=C1NNC(=O)C1c1ccccc1
  -12	0	-16	6	105	18	0.1	0	105
> CCCCSCCCNC(=S)Nc1ccccc1C
  -2	-19	2	16	106	-7	-6.4	13	109
> Cc1cc(O)c(C(C)C)cc1NC1=NS(=O)(=O)c2ccccc21
  -5	0	-6	-6	101	-25	2.1	-1	99
> CCCC12CN3CC(C)(CN(C1)C3c1ccco1)C2=O (centres undefined)
  -4	2	-4	-1	93	7	0.1	-20	84
> Cc1nnc(NC(=O)CSc2ncn(-c3ccccc3)n2)s1
  -6	-2	21	-2	103	-8	-1.4	3	103
> COc1ccc(CNC(=O)CCNC(=O)N2CCn3c2nc2ccccc23)cc1
  -8	-16	11	6	102	10	0.0	2	105
> O=C(O)COCC(=O)NCc1nc(-c2ccc(C(F)(F)F)cc2)no1
  -3	-5	6	3	97	-8	-0.6	-24	98
> Cc1ccc(C(C(=O)NC2CCCCC2)N(C(=O)Cc2c[nH]c3ccccc23)c2ccccc2C)o1 (centres undefined)
  -2	-7	8	9	128*	-18	-2.0	1	105
> Cn1c(=O)c2c(n(C)c1=O)=NC1(CCCCC1)ON=2
  -3	0	14	0	102	6	0.1	6	104
> COc1ccc(-c2cc(C(F)(F)F)nc(SCC(=O)NCc3cccs3)n2)cc1OC
  -2	-8	30	-3	101	33	-5.1	-2	97
> CC(/C=C/c1ccccc1)=N\NC(=O)c1cc(C)nc2ccccc12
  0	-25	11	-10	98	17	-1.1	-2	98
> CCC1=NN(C(=O)CCc2ccccc2O)C(O)(C(F)(F)F)C1 (centres undefined)
  -2	-3	-1	7	102	-1	-0.9	0	101
> OC(COc1ccc2ccccc2c1Br)Cn1cnc(-c2ccccc2)c1 (centres undefined)
  1	-14	-8	-2	104	-8	0.6	5	125
> CCN=C(NS(=O)(=O)c1ccc(Br)cc1)c1ccc(Cl)cc1
  -4	-15	5	-30	104	-2	-2.9	6	103
> Cc1ccc(NC(=O)CCCCCN2C(=O)[C@@H]3Cc4ccccc4CN3C2=O)cc1
  1	-53	-8	-1	100	6	0.3	1	99
> CCOc1ccc(CCN2CN(C3CCCCC3)CNC2=S)cc1OCC
  -3	-40	19	5	95	4	-1.5	-3	94
> CSc1cccc(NC(=O)N2CCN(C)CC2)c1
  6	0	33	-4	87	7	-1.6	1	101
> Cc1cccc(NC(=O)NCc2ccc3[nH]c(C)cc3c2)c1
  3	0	-3	-2	106	18	3.7	-1	105
> CC(C)(C)c1ccc(C(=O)N2CCN(CCNC(=O)C(=O)Nc3ccc(F)cc3)CC2)cc1
  -3	-39	-1	-12	99	9	-0.3	7	105
> COc1cc(/C=C/C(=O)N[C@@H](Cc2c[nH]c3ccccc23)C(=O)O)ccc1O
  -10	-26	23	-7	106	2	-0.5	6	108
> Cc1cc(C)c2[nH]c(=O)c(CN(CC3CCCO3)C(=S)NCc3ccco3)cc2c1 (centres undefined)
  0	-8	9	-7	127	-42	-3.1	0	107
> CCN1CCN(C(=O)COCc2cc(-c3ccc4c(c3)OCO4)on2)CC1
  0	3	·	-3	99	8	1.6	-1	105
> CC(Oc1ccc2c(-c3ccccc3)cc(=O)oc2c1)C(=O)NC(Cc1c[nH]c2ccc(O)cc12)C(=O)O (centres undefined)
  -6	-19	-1	41*	103	0	3.4	2	103
